Tn6 DDE FP – inhibitors of Tn6 peptide binding to human fibrin DD(E); P02675; Fibrin DD(E) TRITC-Tn6 fluorescence polarization displacement; inhibition, % at 8.3 µM; 0.21% of 370,000 active; AID 720509;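 active = inhibition above a per-campaign cutoff: mean of compounds within control limits plus 3 SD, cut at about 15% in these data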;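 also: 0% = median of all compound wells on the plate and 100% = blocking peptide control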
Target sequence (P02675 whole entry, looked up): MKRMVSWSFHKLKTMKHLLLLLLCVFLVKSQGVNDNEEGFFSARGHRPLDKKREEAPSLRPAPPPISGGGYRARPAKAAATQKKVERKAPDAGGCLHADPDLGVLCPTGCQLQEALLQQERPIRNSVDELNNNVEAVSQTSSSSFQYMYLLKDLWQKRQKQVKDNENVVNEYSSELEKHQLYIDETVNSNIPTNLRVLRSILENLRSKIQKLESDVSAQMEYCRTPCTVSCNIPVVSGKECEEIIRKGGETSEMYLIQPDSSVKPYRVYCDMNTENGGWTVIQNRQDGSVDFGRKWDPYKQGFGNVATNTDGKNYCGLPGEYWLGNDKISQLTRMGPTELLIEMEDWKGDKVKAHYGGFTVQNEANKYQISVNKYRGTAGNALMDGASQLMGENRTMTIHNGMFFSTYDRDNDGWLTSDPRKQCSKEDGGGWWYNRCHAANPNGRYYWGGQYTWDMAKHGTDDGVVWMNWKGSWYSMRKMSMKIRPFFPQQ
NPR1 activator – GC-A (human) enzyme activation; P16066; HEK293 GC-A cells, cGMP TR-FRET, EC30 ANP; 0% at EC30 ANP, 100% saturating ANP; activation, % at 10 µM; 0.14% of 370,000 active; AID 1671463; in the data active = activation above about 40%
ADAM10 inh – inhibitors of human ADAM10 | recombinant ADAM10, EDANS/DABCYL FRET peptide cleavage, 3 h | inhibition, % at 7 µM | 0.62% of 370,000 active | AID 720582;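 active = inhibition above a per-campaign cutoff equal to the mean of compounds falling between control-based bounds plus 3 SD, cut at about 20% in these data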;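 also: 0% = DMSO wells while the 100% control is not disclosed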
ARFGAP1 inh – rat ARFGAP1 inhibition | Q62848 | Arfgap1-stimulated ARF1 GTP hydrolysis, GDP FP detection | inhibition, % at 16.5 µM | 0.26% of 360,000 active;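 active = inhibition above a per-plate limit, mean inhibition of low control wells plus 3 SD, cut at about 25% in these data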;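 also: 0% = DMSO wells with enzyme and 100% = wells lacking Arfgap1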
Target sequence (Q62848 1-136 limits assumed): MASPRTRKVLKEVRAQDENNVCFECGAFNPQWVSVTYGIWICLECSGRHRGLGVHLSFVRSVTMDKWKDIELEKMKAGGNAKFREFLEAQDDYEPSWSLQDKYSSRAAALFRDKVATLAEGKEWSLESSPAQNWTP
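Material: truncated rat Arfgap1 GAP domain; Incubation: compound-enzyme preincubation 20 min, reaction 120 min, detection 60 min, 25 °C; Read-out: percent inhibition of Arfgap1-stimulated GTP hydrolysis; Technique: FP, GDP Alexa 633 tracer displaced from anti-GDP antibody, 620/688 nm; Controls: No-Arfgap1 wells (100%) versus DMSO full-reaction wells (0%); Replication: single well per compound.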
rCAG binder – molecules binding r(CAG) RNA repeats; AID 651821; r(CAG) RNA repeat, TO-PRO-1 dye displacement fluorescence; 1.3% of 370,000 active; inhibition, % at 3 µM;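 active = inhibition above the plate cutoff, the mean of all test compounds on that plate plus 3 SD, cut at about 35% in these data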;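 also: 0% = DMSO alone and 100% = 100 µM mitoxantrone as full dye displacement; higher means more dye released from RNA so lower well fluorescence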
sPLA2-III inh – Inhibits HGIII-sPLA2 liposome hydrolysis, primary screen | Q9NZ20 | QFRET BODIPY PC-A2 liposome hydrolysis, fluorescence | inhibition, % at 12.2 µM | 0.56% of 370,000 active;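 active = inhibition above mean plus 3 SD of compounds lying within the high and low control bounds, cut at about 19% in these data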;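 also: 0% = median of test compound wells and 100% = no enzyme DMSO wells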
GC-B act – GC-B (human) receptor activation; P20594; 0.11% of 370,000 active; HEK293-GC-B cells, CNP EC30, cGMP TR-FRET; 0% at EC30 CNP, 100% saturating CNP; activation, % at 10 µM;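 active = activation at 10 µM reaching about 35% in either raw or pattern-adjusted values, limit read from the data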
ASAP1 inh – ASAP1 ArfGAP inhibition; Q9ULH1; ASAP1-stimulated ARF1 GTP hydrolysis, GDP FP detection; inhibition, % at 16.5 µM; 0.19% of 360,000 active; in the data active = inhibition above about 25%;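 also: 0% = vehicle with enzyme and substrate and 100% = no enzyme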
Target sequence (Q9ULH1 325-724 limits assumed): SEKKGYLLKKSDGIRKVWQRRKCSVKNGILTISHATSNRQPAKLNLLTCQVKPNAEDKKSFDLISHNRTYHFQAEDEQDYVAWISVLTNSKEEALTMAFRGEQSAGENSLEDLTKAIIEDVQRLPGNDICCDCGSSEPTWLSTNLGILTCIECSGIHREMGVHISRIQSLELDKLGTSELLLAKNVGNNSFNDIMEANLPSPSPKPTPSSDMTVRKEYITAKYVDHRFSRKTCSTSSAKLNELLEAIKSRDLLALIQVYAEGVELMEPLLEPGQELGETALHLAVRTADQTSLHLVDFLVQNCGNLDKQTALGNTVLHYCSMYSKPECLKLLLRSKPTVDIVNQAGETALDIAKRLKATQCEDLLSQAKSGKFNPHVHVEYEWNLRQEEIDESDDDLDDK
proKLK7 act – activates the human kallikrein-7 zymogen | P49862 | purified proKLK7, EDANS-DABCYL substrate fluorescence; 100% is mature enzyme control, 0% vehicle | activation, % at 7 µM | 0.9% of 370,000 active | AID 652039;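 active = activation above the mean of all tested compounds plus 3 SD, computed per campaign excluding outliers beyond control limits, cut at about 13% in these data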
FXN GAA850 act – frataxin GAA850 promoter activation; HEK293 lucGAA850 FXN promoter luciferase reporter, 24 h; percent of 10 µM SAHA response; 0.56% of 360,000 active; activation, % at 6 µM;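 active = activation above the average of all compounds screened plus 3 SD, cutoff fixed separately per campaign, cut at about 7.5% in these data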;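 also: 0% = DMSO wells and 100% = 10 µM SAHA wells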
* = called active by the depositor; / = no result given.

SMILES	Tn6 DDE FP	NPR1 activator	ADAM10 inh	ARFGAP1 inh	rCAG binder	sPLA2-III inh	GC-B act	ASAP1 inh	proKLK7 act	FXN GAA850 act
N/C(=N/S(=O)(=O)c1ccccc1)c1cccc([N+](=O)[O-])c1	-2	-5	-3	-3	0	-3	2	8	0.5	-0.5
O=C(Nc1cccc(C(F)(F)F)c1)c1ccc2sc([C@H]3C[C@H](O)[C@@H](CO)O3)nc2c1	-7	-5	-8	7	3	-4	5	8	-0.9	-1.2
O=C(CSc1nccn1-c1ccccc1)NCc1ccc2c(c1)OCO2	4	1	5	11	-2	2	2	8	-0.7	1.1
O=c1c2oc3ccccc3c2ncn1Cc1ccccc1Cl	-4	4	4	10	2	4	-9	-8	-0.1	2.2
CC1(C)CC(N(Cc2ccccc2)C(=O)Cc2ccccc2)CCO1 (stereo not drawn)	-3	-16	-6	-19	-7	0	-6	-10	-0.2	-0.4
CCN(Cc1ccncc1)C(=O)CCc1ccccc1	-2	2	2	-5	1	4	-5	-9	0.0	0.2
CCC(c1nnnn1Cc1ccc(OC)cc1)N1CCN(c2ccc(OC)cc2)CC1 (stereo not drawn)	-5	1	-9	1	-8	0	-4	13	-0.8	3.2
CCCCCc1c(C)nc(Nc2ccccc2)[nH]c1=O	1	2	-1	-2	28	-6	9	-4	-0.1	-0.8
N#Cc1c(-c2ccccc2)nc(SCC(=O)N(c2ccccc2)c2ccccc2)[nH]c1=O	1	-5	1	-18	73*	-42	5	5	-0.1	1.3
COc1ccccc1N1CN(CCc2ccccc2)CNC1=S	6	-2	1	-6	-4	6	-3	-1	-0.8	-1.2
O=S(=O)(Nc1ccc(N2CCCCC2)cc1)c1ccc(F)cc1	6	3	2	-4	0	3	1	3	0.4	-0.2
COc1ccc(Br)cc1/C=N/n1c(-c2ccccc2)n[nH]c1=S	4	1	-1	11	5	-2	-3	1	-0.2	2.9
CCCCOC(=O)C1Cc2ccccc2C(=O)O1 (stereo not drawn)	-5	0	-13	0	3	5	-1	2	0.3	-0.4
CCOC(=O)Cc1c(C)nc2cc(-c3ccc(C)cc3)[nH]n2c1=O	-7	0	-59	2	6	-5	-9	4	-3.1	2.6
CC(=O)N/C(=C\c1ccccc1)C(=O)OCc1cc(C)ccc1C	0	1	-5	-6	1	3	2	5	-0.1	1.8
COc1ccc(/C=N/NC(=O)c2ccc(CSc3nc(C)cc(C)n3)cc2)c(OC)c1OC	0	-2	2	-6	0	-6	1	11	0.6	-2.5
COC(=O)C1=C[C@@H](C(=O)OC)[C@@H]2C3=C(C(=O)C2(C)C)[C@H](C)n2c(=O)n(-c4ccccc4)c(=O)n2[C@@H]3C1	-5	2	5	1	8	1	5	-4	0.4	2.3
COc1ccc(C(=O)C[C@@H]2OC[C@H](C)N2S(=O)(=O)c2ccc(C)cc2)cc1OC	-3	-1	-22	1	-1	-1	7	1	0.8	/
CCNC(=O)C1(C)CCN(C(=O)c2c(F)cccc2F)C1 (stereo not drawn)	-7	0	-4	5	1	-1	-2	9	-0.2	-1.1
CCCCNC(=O)C1(C)CCCCN1C(=O)c1cc2ccccc2s1 (stereo not drawn)	14	-1	-4	-8	1	5	-2	-8	-0.1	-2.4
CCN1CCN(c2nc(C)c3c(n2)CCCC3=O)CC1	-3	4	5	0	-2	0	3	-3	0.5	1.0
CC(C)(C)N1OC2CC1c1nc3ccccc3n1C2 (stereo not drawn)	-2	0	-12	-4	4	13	-2	6	0.1	-0.3
O=C(Cc1ccc(NC(=O)C2CCN(C(=O)c3ccccc3)CC2)cc1)Nc1ccc(C(=O)N2CCOCC2)cc1	-1	0	9	12	2	-4	0	-3	0.4	0.7
Cc1c(C(=O)NCc2ccccn2)oc2ccccc12	-9	-3	-1	-2	0	6	-1	-3	-0.5	4.7

Given in markdown: three of the compounds above.
| Structure | Tn6 DDE FP | NPR1 activator | ADAM10 inh | ARFGAP1 inh | rCAG binder | sPLA2-III inh | GC-B act | ASAP1 inh | proKLK7 act | FXN GAA850 act |
| --- | --- | --- | --- | --- | --- | --- | --- | --- | --- | --- |
| COc1ccc(/C=N/NC(=O)c2ccc(CSc3nc(C)cc(C)n3)cc2)c(OC)c1OC | 0 | -2 | 2 | -6 | 0 | -6 | 1 | 11 | 0.6 | -2.5 |
| COC(=O)C1=C[C@@H](C(=O)OC)[C@@H]2C3=C(C(=O)C2(C)C)[C@H](C)n2c(=O)n(-c4ccccc4)c(=O)n2[C@@H]3C1 | -5 | 2 | 5 | 1 | 8 | 1 | 5 | -4 | 0.4 | 2.3 |
| COc1ccc(C(=O)C[C@@H]2OC[C@H](C)N2S(=O)(=O)c2ccc(C)cc2)cc1OC | -3 | -1 | -22 | 1 | -1 | -1 | 7 | 1 | 0.8 | / |

Continuation.
SMILES	Tn6 DDE FP	NPR1 activator	ADAM10 inh	ARFGAP1 inh	rCAG binder	sPLA2-III inh	GC-B act	ASAP1 inh	proKLK7 act	FXN GAA850 act
O=C(CCCN1C(=O)c2cccc3cccc(c23)C1=O)NCc1cccs1	-4	-8	-14	-1	0	5	-1	-9	0.8	0.9
Cc1ccsc1/C=N/NC(=O)CN1CCN(S(=O)(=O)c2ccc(Br)cc2)CC1	4	0	6	14	-2	-8	-2	-10	0.2	-0.7
COc1ccc2[nH]c(O)c(N=NC(=O)c3ccc(NS(=O)(=O)c4cccs4)cc3)c2c1	2	-4	-7	-6	36*	-5	-3	-5	-0.6	3.2
N#Cc1cc(C(=O)c2cc(Cl)ccc2O)cn(CC2CCCO2)c1=O (stereo not drawn)	8	-2	-7	2	6	-10	-2	-4	-0.5	2.0
COc1ccc(-c2[nH]ncc2CNCC(C)(C)N2CCOCC2)cc1F	0	2	-5	7	-3	-3	2	-3	-0.9	1.4
C/C(=N\NC(=O)c1cc(C)nc2ccccc12)c1ccccn1	-7	7	-12	5	2	5	3	-8	0.6	5.1
O=Nc1c2nc3ccccc3n(O)c-2c2ccccc12	-8	/	-19	1	18	-37	/	8	8.4	6.3
CCOc1ccc(NC(=O)COc2cccc3c2CCN(Cc2cccnc2)C3=O)cc1	-1	-4	1	15	0	1	3	4	0.1	0.0
COCCN(Cc1ccc(C)c(Br)c1)C(=O)Cn1cnc(S(=O)(=O)N2CCCC2)c1	-7	-1	7	-9	-4	-9	5	-17	0.2	-1.6
COc1ccc(NS(=O)(=O)c2cccc3nsnc23)cc1OC	-5	1	10	-7	2	3	2	6	-0.3	-1.4
O=C(NCC(c1ccco1)N1CCN(c2ccccc2)CC1)C(=O)NC1CCCC1 (stereo not drawn)	1	1	-2	-8	-2	7	8	-3	0.2	-1.1
Cc1ccc(CN2[C@@H](c3ccccc3)COCCS2(=O)=O)cc1	5	-2	-4	-6	-5	-4	-3	13	-1.0	-0.1
Cn1c(N)c(C(=O)CCl)c(=O)n(C)c1=O	-1	2	5	-2	0	1	2	9	-0.4	2.0
Cc1ccc(NC(=O)CN(C)CC(=O)Nc2ccc3c(c2)OCO3)cc1	-6	1	5	-1	-1	-1	-3	-21	-0.2	0.4
O=C(NCc1ccccc1)C1CC(=O)N(C2CCCCCC2)C1 (stereo not drawn)	-2	0	7	13	-4	3	2	12	0.0	0.7
CC(C)Oc1ccc(C(=O)NCCCNC(=O)c2ccccn2)cc1	-1	-3	-1	2	-3	1	-5	-3	0.3	1.3
CCOC(=O)NNC(=O)CCn1c2c(c3ccccc31)CCCC2	-7	3	-13	9	-3	0	5	-12	0.6	-5.1
NC(=O)CN1CCN(C(=O)Nc2ccccc2)CC1	-3	1	-8	-3	1	0	0	-11	0.0	0.8
COc1ccc(-c2c(-c3cc(OC)cc(OC)c3)n(C)c3ccc(-c4ccc5cc[nH]c5c4)cc23)cc1	6	0	-129	3	14	1	10	10	-5.9	0.8
O=C(CSc1nnc(-c2ccc(Br)cc2)n1CCc1ccccc1)NC1CCS(=O)(=O)C1 (stereo not drawn)	0	-16	-1	-14	-2	-8	-7	14	-0.8	1.3
CCc1nnc(NC(=O)CN2CCN(c3nc(-c4ccccc4)cs3)CC2)s1	0	4	-1	12	8	-12	-1	-12	1.8	-2.7
Cc1cn([C@H]2C[C@H](O)[C@@H](/C=C/C(=O)NCc3ccco3)O2)c(=O)[nH]c1=O	-5	-1	5	12	3	2	7	-4	0.6	/
Cc1ccccc1-c1nn(-c2ccc(F)cc2F)cc1CNCC(C)O (stereo not drawn)	4	-1	4	-2	-3	1	-9	6	-0.2	-0.3
Cc1ccc(N2CCN(C(=O)C(=O)c3ccc4c(c3)OCO4)CC2)cc1	2	-1	-5	-1	5	6	0	-9	0.5	/
CCOC(=O)N1CCN(S(=O)(=O)c2ccc(OCC(=O)OC)c(Cl)c2)CC1	-6	-2	5	-10	-4	-4	-3	-2	-0.1	4.5
CC(C)c1ncc(S(=O)(=O)c2ccc(C(F)(F)F)cn2)c(N)n1	-6	1	1	5	2	-3	-5	-9	0.2	3.3
O=C(Nc1nc2ccsc2c(=O)s1)c1ccc(Cl)cc1	3	-52	11	11	2	4	-26	-8	0.7	5.2
OCC1(Cc2ccccc2Cl)CCN(C/C=C/c2ccccc2)CC1	7	-10	5	3	-2	-13	-4	2	-0.1	0.3
CC(C)CC1NC(=O)N(CC(=O)N2CCCc3ccccc32)C1=O (stereo not drawn)	-2	3	3	-10	-4	0	11	0	-0.4	1.9
CC(C)(C)c1ccc(-c2nnc(SCC(=O)NCC3CCCO3)n2N)cc1 (stereo not drawn)	3	3	-12	2	4	18	-2	11	-0.7	0.9
Cc1c(C)n2c(SCC(=O)NC3CCCCC3)nnc2[nH]c1=O	4	2	-8	13	-1	11	4	-9	-0.7	0.3
Cc1ccc(Cn2cc(COC(=O)NCCc3c[nH]c4ccccc34)nn2)cc1	-1	-4	2	/	7	-79	-4	/	-0.6	/
CN(C)c1ccc(C(=O)c2ccccc2)cc1	2	0	1	-1	-1	-1	2	-1	0.8	4.2
Cc1ccc(-c2csc3nnc(SCc4csc(C)n4)n23)cc1	-11	-4	-3	-6	-2	2	-6	0	-0.3	1.2
CCOCCCn1c(NN)nc2ccccc2c1=O	-1	0	-5	3	-2	1	1	-6	-0.1	2.0
CC(C)c1ccc(NC(=O)c2ccccc2NC(=O)C2CC=CCC2C(=O)O)cc1 (stereo not drawn)	0	0	-12	-9	11	2	-4	12	0.2	1.5
CN(CC(=O)NNC(=O)CNC(=O)c1cccs1)S(=O)(=O)c1ccc(Cl)cc1	-2	-1	1	9	0	3	3	-13	0.1	-0.9
O=C(/C=C/c1ccc(Cl)cc1)NC(=S)Nc1ccc(C(=O)O)cc1	0	7	5	0	4	2	-1	-4	-0.2	-1.9
Cc1ccc2c(c1)N(CCC(=O)NC1CCCCC1)C(=O)CO2	-1	1	-10	1	-3	-1	-4	-4	-0.4	-0.7
CCOc1ccccc1N1CC(C(=O)N2CCc3ccccc32)CC1=O (stereo not drawn)	5	0	-8	-5	1	7	-3	-1	-0.2	-1.5
CCOC(=O)c1cn(CC)c2ccc(Br)cc2c1=O	9	4	5	1	1	3	-4	0	-0.1	-2.4
O=S(=O)(c1ccccc1Br)N1CCC(O)(c2cccnc2)CC1	-8	-4	-6	-10	0	-1	-2	-1	-0.3	0.1
Cc1ccc(C(=O)Nc2nc(C(N)Cc3ccc(C(F)(F)F)cc3)cs2)cc1 (stereo not drawn)	3	-5	-4	18	10	23*	2	8	0.2	-0.1
CCOc1ccc(CCNC(=O)CCS(=O)(=O)c2ccc(C)cc2)cc1OCC	1	0	-4	4	-10	1	3	2	-0.5	0.3

Assay outcomes (PubChem)
